# Compound activity as filed in PubChem.
# RmlCD inh mix: mixture blocks RmlC and RmlD coupled enzyme activity | RmlC/RmlD coupled enzyme inhibition, 384-well mixture HTS | inhibition, % at 5.5 µM | actives 0.39% (n = 110,000); in the data active = inhibition above about 30%, passing the limit was not always enough; note: strong numbers were not always called active
# RT RNaseH block: inhibitors of HIV-1 reverse transcriptase RNase H. RT-RNase H RNA/DNA duplex cleavage, fluorescence. inhibition, % at 10 µM. actives 1.9% (n = 65,000). AID 565; in the data active = inhibition above about 50%
# Starred values were filed as active, the others as inactive; . = no result given; & = joins results of further samples. This is a subset, so the mix of outcomes need not match the whole.
SMILES,RmlCD inh mix,RT RNaseH block
O=C1c2ccccc2CC1Sc1nnc(-c2ccccn2)o1 (stereo not given),-15,32
O=C(CN1CCCCCC1)N1c2ccccc2C=Cc2ccccc21,-20,.
Nc1nc(CSc2nnc(-c3cccc(F)c3)n2-c2ccccc2)nc(N2CCOCC2)n1,.,-16
O=c1cc(O)n(-c2ccc(F)cc2)c(=S)[nH]1,-13,.
CC1CCc2nn(CC(=O)NC3CCCC3)cc2C1 (stereo not given),6,-7
CCOc1ccc(C(=S)N2CCOCC2)cc1,-13,-1
CCOC(=O)C1Nc2ccc(OC(F)(F)F)cc2C2C=CCC12 (stereo not given),-12,.
COC(=O)c1ccccc1NS(=O)(=O)c1cn(C)c(=O)n(C)c1=O,10,-14
O=C(CSc1nnc(CNC(=O)c2cccs2)o1)Nc1ccc2c(c1)OCO2,-16,-5
O=C(NC1CCCCC1)N1CCN(c2ncccn2)CC1,-24,.
Cc1cc(S(=O)(=O)N2CCCC2)ccc1OCC(=O)NCc1ccco1,9,16
CCCN(CCC)S(=O)(=O)c1ccc(NC(=O)COc2ccccc2)cc1,8,.
COCc1cc(C)nc(SCC(=O)Nc2cc3c(cc2C#N)OCO3)c1C#N,-12,-4
O=S(=O)(NC1CCc2ccccc21)c1ccc(S(=O)(=O)N2CCCC2)cc1 (stereo not given),-8,-3
COc1ccc(CCC(=O)NCc2cn3ccc(C)cc3n2)cc1,-8,.
Cn1c(SCC(=O)Nc2ccc(NC(=O)c3cccs3)cc2)nnc1-c1ccncc1,1,.
Cc1nnc(NC(=O)c2c(-c3ccccc3)noc2C)s1,-6,.
Cc1ccc(C(=O)NCCSC(C)(C)C)cc1,-12,.
O=C(Nc1ccc(Br)cn1)c1ccc2nccnc2c1,-4,-16
COc1cccc(C(=O)NCC(=O)n2nc(C)cc2C)c1,6,3
CCOc1ccc(-c2noc(CCC(=O)O)n2)cc1,5,7
Cc1cccc(CSc2nnc(NC(=O)CSc3nnc(C)s3)s2)c1,1,.
Cc1ccc(Cn2c(C)cc3c(c2=O)C(c2cccs2)C(C#N)=C(N)O3)cc1 (stereo not given),-24,.
CC1=CC(C)(C)N(S(=O)(=O)c2ccc(F)cc2)c2ccc(C)cc21,-11,.
COc1cc(OC)cc(OCC(O)Cn2cnc3cc(C)c(C)cc32)c1 (stereo not given),-12,-18

# In the list so far, these contain two or more sulfur atoms.
SMILES,RmlCD inh mix,RT RNaseH block
O=C(CSc1nnc(CNC(=O)c2cccs2)o1)Nc1ccc2c(c1)OCO2,-16,-5
O=S(=O)(NC1CCc2ccccc21)c1ccc(S(=O)(=O)N2CCCC2)cc1 (stereo not given),-8,-3
Cn1c(SCC(=O)Nc2ccc(NC(=O)c3cccs3)cc2)nnc1-c1ccncc1,1,.
Cc1cccc(CSc2nnc(NC(=O)CSc3nnc(C)s3)s2)c1,1,.

# Continued:
SMILES,RmlCD inh mix,RT RNaseH block
Cc1ccc(Oc2ccc(C(=O)NC3CCSC3=O)cn2)cc1 (stereo not given),-13,.
CCOc1ccc(S(=O)(=O)Nc2ccccc2SC)c2cccnc12,-8,22
CCOc1ccc(N(C(=O)Cn2nnc3ccccc32)C(C(=O)NC(C)(C)CC)c2cccn2C)cc1 (stereo not given),5,.
CCOC(=O)C(C(=O)Nc1ccccc1C)C1CCCCC1 (stereo not given),3,.
CCOC(=O)C1CCCN(CCCc2ccccc2)C1 (stereo not given),9&-4,-9&1
CCCCN1CC[C@H]2C=CC[C@@H](C(=O)Nc3ccc(OC)cc3)[C@H]2C1=O,7,.
O=c1oc(-c2cccs2)nc2c1cnn2-c1ccccc1,9,-11
CCCCCOC(=O)CC(C(=O)OCCCCC)N1CCCCC1 (stereo not given),7,.
Cc1cccc2c(-c3ccccc3)cc(=O)[nH]c12,-8,.
COc1ccc(-n2nnnc2SCc2nc(N)nc(N3CCOCC3)n2)cc1,-8,.
O=C(Nc1cnccn1)c1ccncc1,7,8
Cc1ccc(C(=O)CSc2nn3c(=O)c(C(C)(C)C)nnc3s2)cc1,13,.
COc1ccc(N(C(=O)c2ccn[nH]2)C(C(=O)NC(C)(C)C)c2ccc(F)cc2)cc1 (stereo not given),0,.
COc1cc(OC)c(OC)cc1CN(C)C(c1ccccc1)c1nnnn1-c1ccccc1C (stereo not given),9,.
O=S(=O)(N/N=C\C=C\c1ccccc1)c1ccccc1,54,.
c1ccc(CCn2c3ccccc3c3nnc(SCc4ccc5nonc5c4)nc32)cc1,-3,.
Cc1cccc(N(CC(=O)NC2CCCC2)C(=O)c2c(C)noc2C)c1,-13,.
CSc1ccccc1-n1nnnc1SCc1ccccc1,9,-104
CC(=O)c1cccc(NC(=O)COc2ccc(S(=O)(=O)N3CCCCC3)cc2)c1,-6,0
Clc1cccc(-c2nc3nc4ccccc4nc3n2Cc2ccco2)c1,4,9
COC(=O)[C@@H]1[C@@H](C)N(Cc2ccccc2)C(=O)N[C@H]1c1ccccc1,4,.
CCN1CCN(C(c2cccs2)C(C)NC(=O)c2ccccc2F)CC1 (stereo not given),3,-15
Cc1cc(C(=O)Nc2c(C)nn(Cc3ccc(F)cc3)c2C)on1,10,.
CCCCCOC(=O)C1C2C=CC3(CN(c4ccccc4C)C(=O)C13)O2 (stereo not given),-10,-23
C#C[C@]1(O)CCC2C3CCC4=Cc5oncc5CC4(C)C3CCC21C (stereo not given in full),2,.

# Whole records, quoted from the list. Order of values: RmlCD inh mix, RT RNaseH block
# `Cc1ccc(C(=O)CSc2nn3c(=O)c(C(C)(C)C)nnc3s2)cc1` in the list: 13, .
# `COc1ccc(CCC(=O)NCc2cn3ccc(C)cc3n2)cc1` in the list: -8, .
# `CSc1ccccc1-n1nnnc1SCc1ccccc1` in the list: 9, -104

# (more compounds)
SMILES,RmlCD inh mix,RT RNaseH block
Cc1ccc(-n2nc(C)c3c2OC(N)=C(C#N)C3c2cccs2)cc1 (stereo not given),.,10
Cc1nc(NC(=O)C2CCCCC2)sc1C,-9,.
CC(=O)CCc1ccc(OCCCCn2cncn2)cc1,-11,-5
Cn1cc(/C=N/n2cnc3sc4c(c3c2=O)CCCC4)c2ccccc21,5,-6
Cc1[nH]c(=O)[nH]c(=O)c1CSc1nnc([C@@H](NC(=O)OC(C)(C)C)C(C)C)o1,-10,-1
CN(C)c1ccc(P(=O)(OCc2ccccc2)C(O)c2ccncc2)cc1 (stereo not given),.,-5
Cc1ccc(/C=C2/C(=O)NC(=O)N(CCc3ccc(F)cc3)C2=O)o1,0,.
CN1CCC(OC(=O)c2cccc(Br)c2)CC1,6,.
CSc1cccc(NC(=O)C(C)Sc2ccc(C)cc2)c1 (stereo not given),-60,.
COc1ccc(S(=O)(=O)Nc2c3ccccc3nc(=O)n2-c2ccccc2)cc1,14,.
O=S1(=O)N=C(Oc2ccccc2)c2ccccc21,-10,-8
COc1cc(C(=O)NCCCc2nc3ccccc3n2Cc2cc(C)ccc2C)cc(OC)c1OC,-11,.
CC1CC(OCC(O)CN2CCN(Cc3ccccc3)CC2)CC(C)(C)C1 (stereo not given),6,.
O=c1nc2c(-c3ccccc3F)n[nH]n2c2ccccc12,13,-9
CCCNC(=O)c1cccc(C(F)(F)F)c1,-12,.
C=CCSc1nnc(-c2cnn(-c3ccccc3)c2-n2cccc2)n1C,0,.
COc1ccccc1C(=O)Nc1c2c(nn1-c1cccc(C)c1C)CS(=O)C2 (stereo not given),.,-24
O=C(CSC1=NCCS1)NC1CCCCC1,-7,-7
CCOC(=O)CCc1c(C)c2ccc(OC(C)C(=O)OCC)c(C)c2oc1=O (stereo not given),5,-6
O=C(CSc1ncnc2c1oc1ccccc12)NC1CCCCC1,-4,8
CC(/C=N/n1cnnc1)=C\c1ccco1,-9,-25
CN(C)/C=C(\C(=O)c1ccc(Cl)cc1)c1nnnn1-c1ccc(Cl)cc1,11,.
COc1ccc(-n2nnnc2S(=O)(=O)CC(=O)N2CCCCC2)cc1,-7,29
COc1ccc(S(=O)(=O)NC(CC(=O)N2CCC3(CC2)OCCO3)C(C)C)cc1 (stereo not given),7,.
C=C1CC[C@@]2(O)[C@H]3Cc4ccc(O)c5c4[C@@]2(CCN3CC2CC2)[C@H]1O5,-6,-12

# Arranged by molecular weight (smallest number first): part of the list above.
SMILES,RmlCD inh mix,RT RNaseH block
CC(=O)CCc1ccc(OCCCCn2cncn2)cc1,-11,-5
C=CCSc1nnc(-c2cnn(-c3ccccc3)c2-n2cccc2)n1C,0,.
COc1ccc(-n2nnnc2S(=O)(=O)CC(=O)N2CCCCC2)cc1,-7,29
CC1CC(OCC(O)CN2CCN(Cc3ccccc3)CC2)CC(C)(C)C1 (stereo not given),6,.

# Following part.
SMILES,RmlCD inh mix,RT RNaseH block
C[C@]12CC[C@@H]3c4ccc(O)cc4CC[C@H]3[C@@H]1C[C@@H](O)[C@@H]2O,3,.
O=C(CSc1ncccc1-c1nc2ccccc2[nH]1)NCc1ccco1,9,-14
Cc1ccc(OCCCC(=O)N2CCOCC2)c(C)c1,-10,-20
Cc1cc(S(=O)(=O)N2CCN(Cc3ccccc3)CC2)c(C)s1,17,-30
COc1ccc(C2(C(=O)Nc3ccc(C(=O)O)cc3)CCOCC2)cc1,35,0
CCCCN(CCCC)C(=O)c1nsnc1-c1ccccc1O,-6,.
CSCc1cc(N(C)C)nc(SCc2ccc(Cl)c(Cl)c2)n1,2,.
O=C(NCc1ccccc1)C1CCCN1S(=O)(=O)c1cccc2cccnc12 (stereo not given),19,-32
CCOC(=O)CN1C2=NCCN2c2ccccc21,-9,-11
COC(=O)[C@H](Cc1ccccc1)NC(=O)O[C@H]1C(=O)c2ccc(OC)cc2O[C@@H]1c1ccc2c(c1)OCO2,3,.
COc1ccc2nc3oc(C(=O)Nc4ccc(OC)c(OC)c4)cc3cc2c1,24,.
CCOc1ccc(C(=O)c2ccncc2)cc1,10,-8
CCC(=O)Nc1cccc(NC(=O)CSc2nnnn2C2CCCC2)c1,-13,-6
CCSc1nnc(N2C(=O)CC(c3ccsc3)C3=C2CC(C)(C)CC3=O)s1 (stereo not given),-8,-6
COc1ccc(-c2c(C(=O)O)nc3ccccc3c2C(=O)O)cc1,-7,.
CCN(CC)CCCN(Cc1cc2ccc(C)c(C)c2[nH]c1=O)C(=O)NC1CCCCC1,12,.
CC1Cc2ccccc2N1C(=O)CSc1ccccc1 (stereo not given),-8,.
CC(C)NC(=O)NC(=O)COc1c(F)c(F)cc(F)c1F,6,.
CC1CCCCC1NC(=S)Nc1ccc(SC(F)F)cc1 (stereo not given),-13,.
Cc1csc(/C(C#N)=N/O)n1,11,-14
COC(=O)CCC(=O)OC1(C)C(=O)C=C2C=C(C3CC3)OC=C2C1=O (stereo not given),-7,.
NC(=O)c1cccnc1Oc1cccc(Cl)c1,7,.
O=C(N/N=C/C=C\c1ccco1)c1cccnc1,7,.
COc1cc(O)c(C(CC(=O)N2CCN(c3ccccc3)CC2)c2cc(OC)c(OC)c(OC)c2)c(OC)c1 (stereo not given),5,.
COC(=O)[C@@H]1C[C@H]1[C@@H](NC(=O)c1cc(C)on1)c1ccccc1,6,.

# Shown with two lines to a compound: part of the list above
# Fields – RmlCD inh mix	RT RNaseH block
> CC(C)NC(=O)NC(=O)COc1c(F)c(F)cc(F)c1F
 : 6	.
> COC(=O)[C@@H]1C[C@H]1[C@@H](NC(=O)c1cc(C)on1)c1ccccc1
 : 6	.
> CCN(CC)CCCN(Cc1cc2ccc(C)c(C)c2[nH]c1=O)C(=O)NC1CCCCC1
 : 12	.
> COc1ccc(C2(C(=O)Nc3ccc(C(=O)O)cc3)CCOCC2)cc1
 : 35	0
> COc1ccc2nc3oc(C(=O)Nc4ccc(OC)c(OC)c4)cc3cc2c1
 : 24	.
> Cc1cc(S(=O)(=O)N2CCN(Cc3ccccc3)CC2)c(C)s1
 : 17	-30

# (further entries)
SMILES,RmlCD inh mix,RT RNaseH block
CCCc1cc(=O)oc2cc(C)cc(OCC(=O)O)c12,29,-4
COc1ccc(C2C(C#N)=C(N)Oc3n[nH]c(-c4ccccn4)c32)c(OC)c1OC (stereo not given),.,2
c1ccc(C2CC3CC(c4ccccc4)N2O3)cc1 (stereo not given),7,.
CC(C)(C)c1ccc(OCCCC(=O)NC2=NCCS2)cc1,-16,.
CC(Sc1ccc2c(c1)OCCO2)C(=O)Nc1ncc(Cl)cc1Cl (stereo not given),-2,.
COC(=O)C1=C(c2cc3ccccc3s2)C[C@@H]2CC[C@H]1N2C(=O)NCc1cccc2ccccc12,4,.
COc1cccc(N(CC(=O)Nc2cccc(N(C)S(C)(=O)=O)c2)S(C)(=O)=O)c1,-7,-5
O=C(CN1CCN(CCN2C(=O)c3cccc4cccc(c34)C2=O)CC1)c1ccc(F)cc1,4,.
CC1CN(CCc2ccccc2)CC(C)O1 (stereo not given),4,.
COc1cccc(NC(=O)COC(=O)c2ccc(S(=O)(=O)NCc3ccco3)cc2)c1,-7,.
COc1ccc(OC)c(NC(=O)CCN2CCCCC2)c1,-7,-9
O=c1[nH]c2cc(Cl)ccc2c(O)c1-c1cccc(Oc2ccccc2)c1,15,.
O=C1c2ccccc2S(=O)(=O)N1CC(O)COc1ccc(Cl)cc1 (stereo not given),5,-7
O=C(NCCCN1CCc2ccccc2C1)C1CCN(c2nnc(-n3cccc3)s2)CC1,-9,5
COc1ccc(CCNC(=O)c2nnc(Cc3ccc(Cl)cc3)o2)cc1OC,6,.
CCc1nn(C(C)C(=O)Nc2cccc(C)c2C)c(=O)c2cc3occc3n12 (stereo not given),-5,-3
O=C(CSc1nnc(-c2ccccc2)n1Cc1ccccc1)N1CCCC1,-66,-15
O=C(c1cc(-c2ccncc2)nc2ccc(Br)cc12)N1CCN(c2ccccn2)CC1,4,-39
Cc1csc(NC(=O)CSc2nnc(-c3ccncc3)n2C)n1,-13,-6
COC(=O)COc1ccc(S(=O)(=O)Nc2ccc(C(N)=O)cc2)cc1,5,-2
